Screening data from PubChem.
Myeloid diff 2: compounds promoting myeloid differentiation. ER-HoxA9 myeloid progenitors, lysozyme-GFP differentiation, flow cytometry. AID 624256. calls only at 10 µM. 360,000 compounds, 1% hits;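 active means normalized GFP-positive differentiation at or above the plate's own cutoff, the solvent-only control mean plus 3 SD; inconclusive means no clear call, values can overlap the other calls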;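 further: cells exposed to compound for four days before flow analysis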
K1F lysis inhibition: inhibition of K1F phage lysis, E. coli UTI89, bacterial capsule biogenesis inhibitors, alamar blue (AID 488966); E. coli UTI89 K1F phage lysis, alamar blue, 2 h; higher % means a stronger effect; one-dose inhibition, % at 100 µM; IC50 in µM for titrated hits; 340,000 compounds, 0.02% hits;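 active means phage lysis inhibition, versus mean bacterial control, above a set limit; inconclusive means no clear call, values can overlap the other calls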;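 further: capsule biogenesis inhibitors block K1F phage lysis so surviving cells raise fluorescence; higher fluorescence means more inhibition of phage lysis; actives were called in the ten point dose series up to 300 µM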
Rac1 GTP hydrolysis: MgcRacGAP GTPase-activating activity inhibitors, confirmation, biochemical, ADP Hunter fluorescence; 340,000 compounds, 0.6% hits; MgcRacGAP-stimulated Rac1 GTP hydrolysis, ADP Hunter fluorescence; higher % means a stronger effect; GST-tagged Rac1 F28L mutant substrate; inhibition, % at 30 µM, or IC50 in µM where a hit was titrated;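 active means first-screen hits whose inhibition reached a set limit at any dose in the follow-up dose series; inconclusive means inhibition above the set first-screen limit but never retested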;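 further: fluorescence reports GDP produced by GAP-driven GTP hydrolysis; strong numbers were not always called active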
Myeloid diff 2 GFP+ MAC1+ %: recorded beside Myeloid diff 2, whose call it bears; GFP+ MAC1+ double positive, %; measured here: differentiation confirmed by MAC1 staining
* = called active by the depositor; i = inactive; u = inconclusive; x = not tested or not shown; + = active, no number; [ ] = dose if it differs, or a comment. This is a subset. The share of hits here may be higher or lower than overall.

SMILES	Myeloid diff 2	Myeloid diff 2 GFP+ MAC1+ %	K1F lysis inhibition	Rac1 GTP hydrolysis
CC(=O)C1CCC2C3CC=C4N(C)C(=O)CCC4(C)C3CCC12C (stereo not drawn)	i	1.0	-1.4%	2%
Cc1cn(C(C)C)c(=O)n(-c2ccccc2)c1=O	i	0.8	3.6%	1%
CN(Cc1cc(Cl)cc(Cl)c1)CC(C(=O)c1ccccc1)c1ccccc1 (stereo not drawn)	u	x	2.1%	-3%
COc1ccc(C(=Cc2cc(OC)c(OC)cc2[N+](=O)[O-])C(=O)O)cc1	i	0.5	0.5%	3%
CCN(c1ccccc1)S(=O)(=O)c1cccc(C(=O)N(C)CC(=O)Nc2ccc(F)c(F)c2F)c1	i	1.1	-0.5%	6%
CCC1(CC)NC(=S)NC1=S	i	0.5	0.4%	2%
CCN(CC)S(=O)(=O)c1ccc(NC(=O)C2CC(=O)N(c3ccc4c(c3)OCCO4)C2)cc1 (stereo not drawn)	i	0.8	0.1%[50 µM]	4%
O=C(O)c1ccccc1C(=O)c1ccc2oc(=O)[nH]c2c1	i	1.1	-2.7%	-15%
CN(CCNC(=O)c1c[nH]c2c1ccc1ccccc12)CCNC(=O)c1c[nH]c2c1ccc1ccccc12	i	1.0	2.7%	3%
COc1cc(/C=C/C(=O)OCC(=O)N(CC(C)C)c2c(N)n(Cc3ccccc3)c(=O)[nH]c2=O)ccc1O	i	1.5	0.6%[50 µM]	66µM*
CC(C)N1CCSC1=S	i	0.4	1.0%	6%
CCN1C[C@@H]2[C@@H]3C(=O)N(C)C(=O)[C@@H]3[C@](Cc3ccccc3)(C1=O)N2C(=O)c1ccc(F)cc1	i	1.5	0.0%	6%
Nc1ncnc2c(C3OC(CO)C(O)C3O)c[nH]c12 (stereo not drawn)	u	x	-2.0%	4%
O=C(c1cccs1)N1CCN(C(=O)c2cccs2)C1=S	u	x	-4.0%	-1%
CC(=O)Nc1ccc(S(=O)(=O)O)c(OC(C)=O)c1	i	0.8	1.8%	-1%
COc1ccc(NS(=O)(=O)c2cccc(C(=O)NCc3ccccc3CN3CCOCC3)c2)cc1	i	1.0	0.0%[50 µM]	6%
COc1ccc(C2OCC(C)(C)CO2)cc1OC	i	0.9	1.2%	5%
O=C(NCC1CCCO1)c1ccccc1NS(=O)(=O)c1ccc(Br)s1 (stereo not drawn)	i	0.7	3.8%	2%
Cc1ccc(S(=O)(=O)Nc2ccc3nc(C)oc3c2)cc1	i	1.1	-0.9%	3%
CN(C)S(=O)(=O)c1ccc(NC(=O)Cn2nc(-c3ccc4c(c3)OCCO4)ccc2=O)cc1	i	1.2	-0.3%	5%
CCCSc1ncnc2[nH]ncc12	i	1.4	1.1%	2%
O=C(OCc1ccccc1)N1CCC2CC1c1cc(-c3ccc(F)cc3)ccc12 (stereo not drawn)	i	0.9	0.0%	5%
CCN(CC(=O)Nc1ccc(NC(C)=O)cc1)C(=O)c1ccc(S(=O)(=O)N2CCCC2)cc1	i	2.2	0.5%[50 µM]	-1%
Cn1c(=O)c2[nH]c(N=NN3CCCCC3)nc2n(C)c1=O	i	0.5	0.7%	9%
CC1CN(Cc2ccccc2)C(=S)NC1=O (stereo not drawn)	i	0.4	-3.2%	7%
(list continues)
SMILES	Myeloid diff 2	Myeloid diff 2 GFP+ MAC1+ %	K1F lysis inhibition	Rac1 GTP hydrolysis
O=C(Cc1cccc(NC(=O)C2CCCN(C(=O)C3CCCC3)C2)c1)Nc1ccc(C(=O)N2CCOCC2)cc1 (stereo not drawn)	i	0.3	0.2%	6%
CN(CCc1ccccc1)C(=O)c1ccc(NC(=O)Cc2cccc(NC(=O)C3CCN(C(=O)C4CC4)CC3)c2)cc1	i	1.0	0.1%	2%
O=S(=O)(CS(=O)(=O)c1ccccc1)c1ccccc1	i	0.4	-1.6%	0%
O=C(Cc1ccc(NC(=O)C2CCCN(C(=O)C3CCCCC3)C2)cc1)Nc1cccc(C(=O)N2CCCCC2)c1 (stereo not drawn)	i	0.4	0.1%	8%
COc1cc(OC)nc(Oc2ccccc2C=O)n1	i	0.2	-1.0%	-2%
CC(C)Sc1nc(N)nc2c1ncn2C1OC(CO)C(O)C1O (stereo not drawn)	i	2.4	-1.9%	0%
Cc1ccc(S(=O)(=O)N2CCN(C(=O)CN3CCN(c4ccc(O)cc4)CC3)CC2)cc1	+	8.3*	0.6%	32µM*
Cc1cn(CC(C)C)c(=O)n(-c2ccccc2)c1=O	i	1.1	1.3%	9%
Cc1cc(Cl)ccc1OCC(=O)OCC(=O)NCCNC(=O)COC(=O)COc1ccc(Cl)cc1C	i	0.2	-0.5%	-1%
O=[N+]([O-])c1cc(S(=O)(=O)Oc2ccccc2)ccc1Cl	u	x	0.6%	2%
Cc1cc(OCc2cn(CC(=O)c3ccc(O)cc3)nn2)ccc1[N+](=O)[O-]	i	0.2	0.2%	9%
O=c1[nH]c(=S)[nH]c(O)c1/C=C1\C=Nc2ccccc21	i	0.8	4.3%	-1%
O=C(CCN1CCC2CCC(C2)C1)c1ccccc1 (stereo not drawn)	i	0.7	0.6%	1%
OC(c1ccccc1)C(NCCNCc1ccccc1)c1ccccc1 (stereo not drawn)	i	0.2	4.7%	4%
CN(CC(=O)Nc1cccc(F)c1)C(=O)c1cccc(S(=O)(=O)N2CCN(c3ccc(F)cc3)CC2)c1	i	0.5	3.9%	0%
C1CCN(CC2CCCCN2)CC1 (stereo not drawn)	i	0.5	0.7%	-1%
C=C1[C@H]2O[C@H]2[C@@H](OC(C)=O)[C@@]2(C)[C@@H](OC(C)=O)C[C@@H](OC(C)=O)[C@@](C)(O)[C@@H]2[C@@H](OC(C)=O)[C@@]2(O)[C@@H](C)C(=O)O[C@H]2[C@H]1Cl	i	1.2	0.1%	11%
O=C(O)C(C1CCCCC1)C1(O)CCCC1 (stereo not drawn)	i	0.2	0.9%	0%
CCN1C[C@@H]2[C@@H]3C(=O)N(Cc4ccccc4)C(=O)[C@@H]3[C@](Cc3ccccc3)(C1=O)N2C(=O)c1ccc(C(F)(F)F)cc1	+	10*	1.1%	4%
CCN(C(=O)COC(=O)CCCc1c[nH]c2ccccc12)c1c(N)n(Cc2ccccc2)c(=O)[nH]c1=O	i	0.8	-0.2%[50 µM]	-4%
CCOC(=O)C1CCCN(C(=O)c2ccc(-c3ccccc3Cl)o2)C1 (stereo not drawn)	i	0.1	3.2%[50 µM]	4%
O=S(=O)(O)c1ccc(NN=Cc2ccccc2O)cc1	i	1.9	0.9%	11%
COC(=O)C=C1CCC2C3CC(F)C4(O)CC(=O)CCC4(C)C3C(=O)CC12C (stereo not drawn)	i	0.5	-4.4%	6%
O=C(NCCCOC(=O)c1ccccc1)c1ccccc1	i	0.2	2.2%	-1%
CNc1ncnc2c1ncn2-c1ccccc1	u	x	-3.4%	10%
Further records
SMILES	Myeloid diff 2	Myeloid diff 2 GFP+ MAC1+ %	K1F lysis inhibition	Rac1 GTP hydrolysis
CCOC(=O)C1CCC(=O)C1 (stereo not drawn)	i	0.6	1.8%	3%
CN(Cc1ccc(OC(F)F)cc1)C(=O)c1cccc(S(=O)(=O)N2CCN(Cc3ccccc3)CC2)c1	i	0.8	1.0%[50 µM]	9%
N#CC12C(=O)NC(=O)C1(C#N)C21CCCC1 (stereo not drawn)	i	1.5	4.0%	3%
NC1=C(Br)C(=O)c2ncccc2C1=O	u	x	4.0%	-2%
OC(CNc1ccnc2cc(Cl)ccc12)CNC1CCCCC1 (stereo not drawn)	i	1.2	>150µM*	14%
CCOC(=O)[C@H]1[C@H]2COc3ccc(Br)cc3[C@@H]2N2C(=O)CN(C)C(=O)[C@@]12C	i	0.5	0.0%	3%
NC(=O)C1(Nc2ccc(Br)cc2)CCCC1	i	1.0	1.6%	5%
CN(C)c1ccc(C=NNc2ccccn2)c(Cl)c1	i	1.3	2.6%	4%
CC1CC(=O)C(C(C2=C(O)CC(C)CC2=O)c2ccccc2)=C(O)C1 (stereo not drawn)	i	0.3	-0.8%	7%
O=S(=O)(Nc1ccc(NS(=O)(=O)c2ccccc2)c(Cl)c1)c1ccccc1	i	1.6	0.9%	-7%
Cc1ccc(C(=O)C2CC2)c(C)c1	i	0.4	-2.5%	-2%
CCCNC(=O)Cn1c(=O)/c(=C/c2ccc(-c3ccc([N+](=O)[O-])cc3)o2)s/c1=C\C(=O)C(C)(C)C	+	30*	-2.8%	5%
O=C1CC(c2ccc(Cl)cc2)Oc2ccc(Cl)cc21 (stereo not drawn)	i	1.1	0.7%	2%
O=C1NC(=O)C2(CCC(C3CCCCC3)CC2)N1 (stereo not drawn)	i	1.5	-0.3%	9%
O=C(CN1CCN(S(=O)(=O)c2ccc(Cl)c(C(F)(F)F)c2)CC1)NC(=O)NC1CCCCC1	i	0.3	1.4%[50 µM]	10%
COc1cc(C)c2c(c1OC)C(=O)CC2	i	0.9	0.8%	5%
O=[N+]([O-])c1ccc(N=Nc2ccc(O)c3ccccc23)cc1	+	16*	-1.8%	10%
O=C1NC(c2ccccc2)C(c2ccccc2)N1 (stereo not drawn)	i	1.2	0.4%	-3%
COC(=O)C=CC(=NNc1ccccc1)c1ccccc1	i	1.9	2.0%	-8%
COc1ccc(S(=O)(=O)N2CCOCC2)cc1NC(=O)C1CCCCN1S(=O)(=O)c1ccccc1 (stereo not drawn)	i	0.7	0.3%[50 µM]	6%
CN(C)c1ccc2c(c1)C(=NO)c1ccccc1-2	i	1.3	3.1%	33µM*
O=C1C[C@@H]2c3c(cccc3CN1Cc1ccccc1Br)C[C@@H](O)[C@H]2O	i	0.4	-0.2%	4%
CCN(N=O)c1ccc(C=C2C=Cc3ccccc32)cc1	i	0.4	-0.4%	22%
Nc1ccc(N=Nc2ccccc2)cc1[N+](=O)[O-]	i	0.9	-0.3%	6%
O=C1NCCN(CC2CCN(CC3CCCC3)CC2)C1=O	i	0.5	0.4%	7%

A stretch from the list above:
SMILES	Myeloid diff 2	Myeloid diff 2 GFP+ MAC1+ %	K1F lysis inhibition	Rac1 GTP hydrolysis
O=C(CN1CCN(S(=O)(=O)c2ccc(Cl)c(C(F)(F)F)c2)CC1)NC(=O)NC1CCCCC1	i	0.3	1.4%[50 µM]	10%
COc1cc(C)c2c(c1OC)C(=O)CC2	i	0.9	0.8%	5%
O=[N+]([O-])c1ccc(N=Nc2ccc(O)c3ccccc23)cc1	+	16*	-1.8%	10%
O=C1NC(c2ccccc2)C(c2ccccc2)N1 (stereo not drawn)	i	1.2	0.4%	-3%
COC(=O)C=CC(=NNc1ccccc1)c1ccccc1	i	1.9	2.0%	-8%
COc1ccc(S(=O)(=O)N2CCOCC2)cc1NC(=O)C1CCCCN1S(=O)(=O)c1ccccc1 (stereo not drawn)	i	0.7	0.3%[50 µM]	6%
CN(C)c1ccc2c(c1)C(=NO)c1ccccc1-2	i	1.3	3.1%	33µM*
O=C1C[C@@H]2c3c(cccc3CN1Cc1ccccc1Br)C[C@@H](O)[C@H]2O	i	0.4	-0.2%	4%
CCN(N=O)c1ccc(C=C2C=Cc3ccccc32)cc1	i	0.4	-0.4%	22%
Nc1ccc(N=Nc2ccccc2)cc1[N+](=O)[O-]	i	0.9	-0.3%	6%
O=C1NCCN(CC2CCN(CC3CCCC3)CC2)C1=O	i	0.5	0.4%	7%

Continued.
SMILES	Myeloid diff 2	Myeloid diff 2 GFP+ MAC1+ %	K1F lysis inhibition	Rac1 GTP hydrolysis
CON(C)S(=O)(=O)c1cccc(C(=O)Nc2cccc(S(=O)(=O)NC3=NCCCCC3)c2)c1	i	1.3	0.3%[50 µM]	2%
Cc1cc(=O)[nH]c(NN=Cc2cc(Br)ccc2O)n1	u	x	2.0%	-1%
CCOc1ccc(C2OCCC(C)O2)cc1OC (stereo not drawn)	i	1.2	2.9%	3%
COc1ccc(C2CCCCCN2C(=O)C2CCN(S(=O)(=O)c3cccc(C(C)=O)c3)CC2)cc1 (stereo not drawn)	i	1.0	0.1%[50 µM]	6%
CC(C)[C@H](NC(=O)OCc1ccccc1)C(=O)OCC(=O)N1C(C)CCCC1C (stereo partly drawn)	i	1.8	-0.9%	-2%
COc1ccc(CCn2c(=N)c(C(=O)NCc3ccco3)cc3c(=O)n4ccccc4nc32)cc1OC	i	0.4	-0.1%	6%
COCCCN(C(=O)CSCC(=O)Nc1ccc(C)cc1)c1c(N)n(Cc2ccccc2)c(=O)[nH]c1=O	i	0.1	0.3%[50 µM]	9%
NC(=O)c1cc(Sc2ccccc2)nc2ccccc12	i	1.0	-0.9%	3%
COc1ccc(CN(C)CCCn2cnc3c(OCc4ccccc4)ncnc32)cc1	i	0.8	0.0%	7%
NS(=O)(=O)c1ccc(CNC(=S)Nc2cc(S(=O)(=O)N3CCOCC3)ccc2Cl)cc1	i	0.4	u	9%
CC(=O)OC1CC2(C)C(C(C)=O)CCC2C2CCC3=CC(=O)CCC3(C)C12 (stereo not drawn)	i	0.9	2.1%	1%
CN(Cc1ccccc1)C(=O)c1cccc(NC(=O)Cc2cccc(NC(=O)C3CCN(C(=O)C4CC4)CC3)c2)c1	+	1.1*	-0.1%	2%
